Imprint erasure: genomic imprint erasure induction | mouse ES Peg3-LacZ reporter, beta-gal luminescence, 40 h | Potency, µM (series often up to 60.7 µM), without a hit: at the highest dose activity change, positive = activation, hits mostly activators | hit rate 0.02% among 110,000 | AID 1948;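 further: 0% = negative control wells on the plate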
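Readout: BetaGlo luminescence (5 min, room temp) for LacZ from the normally silent maternal Peg3 allele in female Peg3LacZ-Neo ES cells. Cells 300/well, 40 h, 37C, 5% CO2. Data normalized per plate to negative controls.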
IkB sig inh: suppresses IkB signaling in ABC-DLBCL reporter cells; ABC-DLBCL IkBa-CBG/CBR dual luciferase ratio, 4 h; response scale: scaled: untreated 0%, proteasome inhibitor 100%; Potency, µM (series often up to 57.1 µM), for the others: top-dose IkBa stabilization activation; hit rate 0.04% among 110,000; active means well fitted curve in the direction sought with a large enough effect in the signal ratio, not every such curve was filed as active; inconclusive means small, poorly fitted or top-dose-only effect, or a change in a side signal; the % refers to the signal ratio;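 further: the direction sought is a rising ratio; 0% = basal untreated cells and 100% = reference inhibitor full response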
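Curves were fitted separately to fusion (green), unfused (red) and ratio luminescence, then classed by r2, magnitude and activity. Cells: OCI-Ly3, 4 h compound plus doxycycline at 37C; 10 uM MG-132 defined full response.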
p53ts 39C tox: cytotoxicity in p53ts cells at nonpermissive temperature; H1299-p53A138V viability at 39C, ATP luminescence, 24 h; Potency, µM (highest dose often 46.1 µM), inactives show at the top dose activity change, negative = cell killing, hits mostly cytotoxic; hit rate 1.5% among 130,000; further: nearly all actives have a fitted effect of over 55% in size
p53ts 32C tox: kills p53ts cells at the permissive temperature; H1299-p53A138V at 32C, ATP luminescence viability, 24 h; Potency, µM (highest dose often 46.1 µM), without a hit: at the highest dose activity change, negative = cytotoxicity, usual class: cytotoxic; hit rate 0.93% among 130,000;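 further: 0% = DMSO and -100% = full killing by reference compound; nearly all actives have a fitted effect of over 55% in size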
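H1299-p53 A138V cells (temperature-sensitive p53) exposed 24 h to up to 46 uM compound at 32C, where p53 is wild-type in conformation. Viability read as ATP luminescence and normalised to DMSO and 100 uM tamoxifen. AC50 fitted with the Hill equation.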
An asterisk follows results filed as active; [ ] = remark or other dose. Unless noted, the call rests on the fitted dose curve; in most records, active means well fitted curve in the direction sought with a large enough effect; inconclusive means small, poorly fitted or top-dose-only effect, or another doubt; inactive means no such curve, though single readings can be large; an effect the other way counts as inactive or inconclusive. Unless noted, on the % scale 0 is the no-effect control and ±100 the full control effect; potency means the concentration at half of the fitted maximal effect.

Sample of the layout:
For CCc1ccc(NC(=O)Cn2nnc(C(=O)NCc3ccco3)c2N)cc1 the results were Imprint erasure 5%[10.9 µM], IkB sig inh -1.6%, p53ts 39C tox 2% and p53ts 32C tox -6%.
Screening CC(=O)NC(CCS(C)(=O)=O)C(=O)Nc1cc(C)ccc1C (centres undefined) returned Imprint erasure -3%, IkB sig inh 1.5%, p53ts 39C tox -11% and p53ts 32C tox 8%.

Results (from the top)
For CCc1ccc(NC(=O)Cn2nnc(C(=O)NCc3ccco3)c2N)cc1 the results were Imprint erasure 5%[10.9 µM], IkB sig inh -1.6%, p53ts 39C tox 2% and p53ts 32C tox -6%.
Screening CC(=O)NC(CCS(C)(=O)=O)C(=O)Nc1cc(C)ccc1C (centres undefined) returned Imprint erasure -3%, IkB sig inh 1.5%, p53ts 39C tox -11% and p53ts 32C tox 8%.
`CC(=O)N1CCc2c(sc3c2c(=O)n(-c2ccccc2)c(=O)n3CC(=O)c2ccccc2)C1` gave Imprint erasure -8%[10.9 µM], IkB sig inh 2.0%, p53ts 39C tox -20% and p53ts 32C tox 5%.
For COCCn1c(SCC(=O)c2ccc(Cl)cc2)nnc1C(C)C the results were Imprint erasure -11%, IkB sig inh 0.6%, p53ts 39C tox -1% and p53ts 32C tox 1%.
`N#Cc1ccccc1NC(=O)c1ccccc1OCC(=O)Nc1ccc2c(c1)oc1ccccc12` gave Imprint erasure -24%, IkB sig inh -1.2%, p53ts 39C tox 4% and p53ts 32C tox -4%.
For CCCc1cc(O)c2c(C)cc(=O)oc2c1 the results were p53ts 39C tox -4% and p53ts 32C tox -4%.
`CCC(C)(C)n1nnnc1C(c1cc2ccc(OC)cc2[nH]c1=O)N1CCN(C2CCCCC2)CC1` (centres undefined) gave Imprint erasure 1%, IkB sig inh -0.3%, p53ts 39C tox -8% and p53ts 32C tox -6%.
For CCOc1ccc(CNc2ccc(N3CCCC3)cc2)cc1 the results were Imprint erasure -23%, IkB sig inh 4.1%, p53ts 39C tox -16% and p53ts 32C tox -9%.
COC(=O)CSc1nnc(-c2cccc(O)c2)o1 was read as Imprint erasure 9%[10.9 µM], IkB sig inh inconclusive, p53ts 39C tox -25% and p53ts 32C tox 7%.
CC(=O)O[C@H]1C[C@H]2CC[C@@H]3[C@H]4C[C@@H]([N+]5(C)CCCCC5)[C@@H](OC(C)=O)[C@]4(C)CC[C@@H]3[C@@]2(C)C[C@@H]1[N+]1(C)CCCCC1 was read as Imprint erasure 1%, IkB sig inh 0.1%, p53ts 39C tox -7% and p53ts 32C tox 3%.
`Cc1cccc(-n2c(N)cc(=O)nc2SCC(=O)Nc2cc(C)on2)c1` gave Imprint erasure 16%, IkB sig inh 0.0%, p53ts 39C tox -5% and p53ts 32C tox -4%.
For CC(C)CCNC(=O)c1nn(C)c2c1CSc1ccccc1-2 the results were Imprint erasure -6%[10.9 µM], IkB sig inh -0.7%, p53ts 39C tox -4% and p53ts 32C tox -5%.
`COC(=O)c1cc(-c2ccccc2)sc1NC(=O)c1cc(C)on1` gave p53ts 39C tox 2% and p53ts 32C tox 10%.
`C=CCn1c(SCC(=O)NC(=O)NCC(C)C)nnc1C1CCCCC1` gave Imprint erasure -8%, IkB sig inh 0.1%, p53ts 39C tox -5% and p53ts 32C tox 6%.
`CCOC(=O)c1ccc(NC(=O)CCNS(=O)(=O)c2ccc3c(c2)oc(=O)n3C)cc1` gave Imprint erasure 9%, IkB sig inh 0.7%, p53ts 39C tox 4% and p53ts 32C tox 9%.
For CCc1ccc(N(CC(=O)NC2CCCC2)S(=O)(=O)c2c(C)noc2C)cc1 the results were Imprint erasure -12%, IkB sig inh -0.7%, p53ts 39C tox -1% and p53ts 32C tox -1%.
`Oc1ccccc1N=Cc1ccc[nH]1` gave Imprint erasure -16%, IkB sig inh 1.0%, p53ts 39C tox 1% and p53ts 32C tox -7%.
COc1ccccc1C(=O)Nc1ccccc1C(=O)OCc1cc(=O)n2ccsc2n1 was read as Imprint erasure 2%[10.9 µM], IkB sig inh -0.2%, p53ts 39C tox -10% and p53ts 32C tox -4%.
Screening COc1cc(C)c(C(C)C)cc1S(=O)(=O)n1ccnc1 returned p53ts 39C tox 28% and p53ts 32C tox -19%.
Screening CCOC(=O)Nc1cc(C(=O)OC)cc(C(=O)OC)c1 returned Imprint erasure -4%, IkB sig inh -1.4%, p53ts 39C tox 0% and p53ts 32C tox 2%.
COc1ccccc1-c1c(C)oc2c(CN3CCN(CCO)CC3)c(O)ccc2c1=O was read as Imprint erasure -4%, IkB sig inh 1.1%, p53ts 39C tox 5% and p53ts 32C tox 0%.
For CCc1ccccc1NC(=O)Cn1c(=O)c2cccn2c2ccc(F)cc21 the results were Imprint erasure -7%[10.9 µM], IkB sig inh -1.5%, p53ts 39C tox -5% and p53ts 32C tox 6%.
`Cc1ccc(C)c(NC(=O)C2CCC(C)(C(=O)O)C2(C)C)c1` (centres undefined) gave Imprint erasure 0%, IkB sig inh 0.7%, p53ts 39C tox 5% and p53ts 32C tox -2%.
`O=C(CSc1nnc(Cn2c(=O)sc3ccccc32)n1CCc1ccccc1)N1CCOCC1` gave Imprint erasure -7%, IkB sig inh 2.1%, p53ts 39C tox 6% and p53ts 32C tox 3%.
`CC(=O)c1cccc(NC(=O)CCS(=O)(=O)c2ccc(Br)s2)c1` gave Imprint erasure -9%[10.9 µM], IkB sig inh 3.2%, p53ts 39C tox -10% and p53ts 32C tox 6%.
For CCN(CC)S(=O)(=O)c1ccc(C(=O)OCCN2C(=O)CCC2=O)cc1 the results were Imprint erasure -9%, IkB sig inh -2.3%, p53ts 39C tox 2% and p53ts 32C tox -4%.
Screening CCCCNC(=O)c1ccc(NC(=O)C2CCCO2)cc1 (centres undefined) returned Imprint erasure -13%, IkB sig inh -2.0%, p53ts 39C tox -10% and p53ts 32C tox -8%.
For O=C(/C=C\Nc1ccccn1)c1ccc(Cl)cc1 the results were Imprint erasure -85%[inhibitor], IkB sig inh inconclusive, p53ts 39C tox 13µM* and p53ts 32C tox 7.9µM*.
`O=C(Nc1ccc(F)cc1)C1CCN(c2nc3ccccc3n3cccc23)CC1` gave Imprint erasure -16%[10.9 µM], IkB sig inh inconclusive, p53ts 39C tox inconclusive and p53ts 32C tox 5%.
For CC1(C)[C@@H]2CC[C@@](C)(C2)[C@H]1OC(=O)c1ccccc1C(=O)O the results were Imprint erasure -13%[10.9 µM], IkB sig inh -0.4%[11.4 µM], p53ts 39C tox -10%[9.22 µM] and p53ts 32C tox -6%[9.22 µM].

Reprinted at random: 2 records from the list
COc1ccccc1C(=O)Nc1ccccc1C(=O)OCc1cc(=O)n2ccsc2n1 was read as Imprint erasure 2%[10.9 µM], IkB sig inh -0.2%, p53ts 39C tox -10% and p53ts 32C tox -4%.
For CCN(CC)S(=O)(=O)c1ccc(C(=O)OCCN2C(=O)CCC2=O)cc1 the results were Imprint erasure -9%, IkB sig inh -2.3%, p53ts 39C tox 2% and p53ts 32C tox -4%.

Molecules above with two or more sulfur atoms, in the order listed:
`O=C(CSc1nnc(Cn2c(=O)sc3ccccc32)n1CCc1ccccc1)N1CCOCC1` gave Imprint erasure -7%, IkB sig inh 2.1%, p53ts 39C tox 6% and p53ts 32C tox 3%.
`CC(=O)c1cccc(NC(=O)CCS(=O)(=O)c2ccc(Br)s2)c1` gave Imprint erasure -9%[10.9 µM], IkB sig inh 3.2%, p53ts 39C tox -10% and p53ts 32C tox 6%.

More structures.
`O=C1CC(c2nc3ccccc3[nH]2)CN1c1cccc(C(F)(F)F)c1` (centres undefined) gave Imprint erasure -10%, IkB sig inh inconclusive, p53ts 39C tox -1% and p53ts 32C tox 3%.
For CCC(C)Oc1cccc(C(=O)Nc2ccccc2N2CCOCC2)c1 (centres undefined) the results were Imprint erasure -12%, IkB sig inh 1.3%, p53ts 39C tox 12% and p53ts 32C tox -2%.
Screening CCOC(=O)c1nnn(-c2ccc(OC)cc2)c1N returned p53ts 39C tox -1% and p53ts 32C tox -3%.
For CC(=O)[C@H](CC(C)C)NC(=O)[C@@H](CC(C)C)NC(=O)[C@H](CC(C)C)NC(=O)OCc1ccccc1 the results were Imprint erasure -26%, IkB sig inh inconclusive, p53ts 39C tox 8% and p53ts 32C tox inconclusive.
`CC(C)(C)c1cc(C(F)(F)F)nc(SCCCNC(=O)c2ccco2)n1` gave Imprint erasure -18%, IkB sig inh inconclusive, p53ts 39C tox 1% and p53ts 32C tox -4%.
Screening Cc1ccc(CNc2oc(-c3ccc(COc4ccc(Cl)cc4)o3)nc2C#N)cc1 returned Imprint erasure -15%[10.9 µM], IkB sig inh -0.5%, p53ts 39C tox 2% and p53ts 32C tox 16%.
Screening Cc1ccc(CCNC(=O)c2nn(C)c3c2CSc2ccccc2-3)cc1 returned Imprint erasure -11%[10.9 µM], IkB sig inh -0.8%, p53ts 39C tox -16% and p53ts 32C tox 1%.
CCCn1c(=O)c2ccccc2n2c(SCCOc3ccc(OC)cc3)nnc12 was read as Imprint erasure 0%, IkB sig inh -2.9%, p53ts 39C tox 2% and p53ts 32C tox 7%.
CCn1c(=O)c2cc(C(=O)NCCc3cccc(C)c3)sc2c2ccccc21 was read as Imprint erasure 6%[10.9 µM], IkB sig inh inconclusive, p53ts 39C tox 16% and p53ts 32C tox 13%.
`Oc1c(C(Nc2ccccn2)c2ccccn2)ccc2cccnc12` (centres undefined) gave Imprint erasure -23%, IkB sig inh inconclusive, p53ts 39C tox 4µM* and p53ts 32C tox -5%.
CC(C)Oc1ccc(C(=O)N(Cc2ccco2)Cc2cccs2)cc1 was read as Imprint erasure -12%[10.9 µM], IkB sig inh inconclusive, p53ts 39C tox -22% and p53ts 32C tox 11%.
For O=C(NCCCN1CCN(Cc2ccccc2)CC1)C1CCN(c2nnc(-n3cccc3)s2)CC1 the results were Imprint erasure -20%, IkB sig inh inconclusive, p53ts 39C tox inconclusive and p53ts 32C tox inconclusive.
For COc1c(C)cccc1C(=O)Nc1ccc(Cl)c(-c2nc3cc(C)ccc3o2)c1 the results were Imprint erasure inconclusive, IkB sig inh -3.1%, p53ts 39C tox -2% and p53ts 32C tox -6%.
COC(=O)c1ccc(CN(c2ccccc2OC)S(=O)(=O)c2cccs2)o1 was read as Imprint erasure -13%, IkB sig inh inconclusive, p53ts 39C tox 0% and p53ts 32C tox 7%.
CCNc1nc(NC(C)(C)C)nc(N(CC)n2cnnc2)n1 was read as Imprint erasure -14%, IkB sig inh 0.0%, p53ts 39C tox -3% and p53ts 32C tox 0%.
`COc1cccc2c(=O)n(CC(=O)NC3CCCCC3)ccc12` gave Imprint erasure -18%, IkB sig inh -1.7%, p53ts 39C tox 10% and p53ts 32C tox 6%.
Screening Cc1ccc(C(=O)Nc2ccc3c(c2)N(C)C(=O)c2ccccc2S3)cc1 returned Imprint erasure -26%[10.9 µM], IkB sig inh inconclusive, p53ts 39C tox 2% and p53ts 32C tox 6%.
For CC1=C(/C=C/C(C)=C/C=C/C(C)=C/C=C/C=C(C)/C=C/C=C(C)/C=C/C2=C(C)CCCC2(C)C)C(C)(C)CCC1 the results were Imprint erasure 29%, p53ts 39C tox 19% and p53ts 32C tox -2%.
For CCOc1ccc(CCNC(=O)c2cccnc2N2CCCC2)cc1OCC the results were Imprint erasure -8%, IkB sig inh -0.7%, p53ts 39C tox 4% and p53ts 32C tox 9%.
Screening O=C(CSc1nnc(-c2cccnc2)n1Cc1ccco1)N1CCc2ccccc21 returned Imprint erasure -8%, IkB sig inh 0.1%, p53ts 39C tox 8% and p53ts 32C tox 8%.
`Cc1cc(N2CCC(N(C)C3CCCC3)CC2)nc2cc(O)ccc12` gave Imprint erasure -35%[inhibitor], IkB sig inh 0.9%, p53ts 39C tox -20% and p53ts 32C tox -18%.
O=C(Nc1ccc2c(c1)nc1n2CCSC1)c1ccco1 was read as Imprint erasure -46%[inhibitor], IkB sig inh inconclusive, p53ts 39C tox 3.2µM* and p53ts 32C tox 2µM*.
`COC(=O)c1ccc(NC(=O)C(=O)NCC(c2cccnc2)N2CCN(c3ccccc3)CC2)cc1` (centres undefined) gave Imprint erasure -10%[10.9 µM], IkB sig inh 2.6%, p53ts 39C tox 1% and p53ts 32C tox 6%.
`c1cncc(-c2nn3c(Cn4cnc5ccccc54)nnc3s2)c1` gave Imprint erasure -16%, IkB sig inh -2.1%, p53ts 39C tox 23% and p53ts 32C tox 20%.

Bioassay records from PubChem BioAssay.
